POLH inh: DNA polymerase eta (human) inhibition; recombinant Pol eta, fluorescent DNA replication assay; Potency, µM (series often up to 114 µM), without a hit: at the top dose activity change, negative = inhibition, actives largely listed as inhibitors; hit rate 1.2% among 390,000; AID 588591; note: potency is the fitted concentration of half-maximal effect; % is set by controls: 0 for no effect and ±100 for the full control effect
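Pol eta (10 nM) was preincubated with compounds for 15 min at room temperature, after which fluorescent replication substrate (50 nM final) was added to start the reaction. Fluorescence was read kinetically at 0 and 10 min.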
BLM inh: blocks DNA unwinding by human BLM helicase. P54132. recombinant BLM DNA unwinding, fluorescence dequenching. Potency, µM (highest dose often 56.1 µM), inactives show at the highest dose activity change, negative = inhibition, hits mostly inhibitors. hit rate 0.2% among 350,000. AID 2528;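 note: potency is the fitted concentration of half-maximal effect; plate controls were vehicle for no effect and no enzyme for full effect; nearly all actives have a fitted effect of over 35% in size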
Target sequence (P54132 whole entry, looked up): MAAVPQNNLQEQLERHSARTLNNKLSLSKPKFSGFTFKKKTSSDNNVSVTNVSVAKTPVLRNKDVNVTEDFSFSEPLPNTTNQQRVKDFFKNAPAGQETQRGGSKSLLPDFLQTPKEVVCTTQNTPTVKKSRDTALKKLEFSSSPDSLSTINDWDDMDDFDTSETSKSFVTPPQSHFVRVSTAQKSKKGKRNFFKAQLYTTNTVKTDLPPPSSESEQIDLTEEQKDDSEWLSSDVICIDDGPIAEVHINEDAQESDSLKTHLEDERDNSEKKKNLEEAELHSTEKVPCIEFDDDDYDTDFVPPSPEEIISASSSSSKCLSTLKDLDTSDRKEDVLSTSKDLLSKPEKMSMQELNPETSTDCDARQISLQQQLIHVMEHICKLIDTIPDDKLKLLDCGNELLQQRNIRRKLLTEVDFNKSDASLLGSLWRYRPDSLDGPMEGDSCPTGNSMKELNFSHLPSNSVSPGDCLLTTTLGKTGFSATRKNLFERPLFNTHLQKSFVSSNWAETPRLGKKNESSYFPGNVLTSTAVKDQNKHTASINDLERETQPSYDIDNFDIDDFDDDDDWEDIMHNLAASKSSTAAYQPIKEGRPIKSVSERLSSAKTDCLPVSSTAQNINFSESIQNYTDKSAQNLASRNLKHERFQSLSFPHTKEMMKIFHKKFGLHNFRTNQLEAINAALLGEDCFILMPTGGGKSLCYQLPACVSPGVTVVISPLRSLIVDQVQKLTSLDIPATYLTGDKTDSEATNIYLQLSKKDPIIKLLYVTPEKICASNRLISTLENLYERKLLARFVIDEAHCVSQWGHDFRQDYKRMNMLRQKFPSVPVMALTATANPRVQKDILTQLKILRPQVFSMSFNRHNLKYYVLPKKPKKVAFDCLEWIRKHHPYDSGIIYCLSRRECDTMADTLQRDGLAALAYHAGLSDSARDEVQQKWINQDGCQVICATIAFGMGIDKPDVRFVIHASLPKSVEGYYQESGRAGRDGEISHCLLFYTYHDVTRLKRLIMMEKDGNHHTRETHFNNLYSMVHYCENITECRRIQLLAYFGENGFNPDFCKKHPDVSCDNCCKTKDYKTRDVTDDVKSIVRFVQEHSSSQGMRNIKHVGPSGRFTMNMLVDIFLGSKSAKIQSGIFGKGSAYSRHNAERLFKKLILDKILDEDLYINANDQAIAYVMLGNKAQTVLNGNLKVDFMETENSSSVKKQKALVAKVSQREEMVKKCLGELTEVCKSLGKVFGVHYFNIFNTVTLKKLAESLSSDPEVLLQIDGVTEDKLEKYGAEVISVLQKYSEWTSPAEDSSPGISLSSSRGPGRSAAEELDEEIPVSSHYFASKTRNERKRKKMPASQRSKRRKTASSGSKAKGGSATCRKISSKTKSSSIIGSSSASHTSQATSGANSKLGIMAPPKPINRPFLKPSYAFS
Pol beta inh: blocks human DNA polymerase beta activity; Pol beta primer extension/strand displacement, fluorescence kinetic; Potency, µM (top dose mostly 114 µM), for the others: at the top dose activity change, negative = inhibition, usual class: inhibitors; hit rate 1.3% among 340,000; note: potency is the fitted concentration of half-maximal effect; % is set by controls: 0 for no effect and ±100 for the full control effect
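Values derive from four-parameter Hill fits of normalized kinetic data: reads at 0 and 10 min following addition of 50 nM substrate to 10 nM Pol beta preincubated 15 min with compound.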
Pol kappa inh: blocks human DNA polymerase kappa activity; Q9UBT6; purified Pol kappa, fluorescent DNA synthesis assay, 10 min; Potency, µM (top dose mostly 107 µM), for the others: at the highest dose activity, negative = inhibition, usual class: inhibitors; hit rate 0.53% among 400,000; note: potency is the fitted concentration of half-maximal effect; % is set by controls: 0 for no effect and ±100 for the full control effect
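Activity was followed as the change in fluorescence between reads at 0 and 10 min after starting the reaction with 50 nM substrate. Beforehand, 10 nM polymerase had been preincubated with compound for 15 min at room temperature.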
Apoferritin bind: binds horse apoferritin like a general anesthetic; apoferritin/1-aminoanthracene competitive binding, fluorescence; hit rate 0.074% among 350,000; Potency, µM (doses to about 77.5 µM), without a hit: top-dose activity change, negative = displacement, most hits filed as inhibitors; note: potency is the fitted concentration of half-maximal effect; % is set by controls: 0 for no effect and ±100 for the full control effect; nearly all actives have a fitted effect of over 20% in size
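10 uM apoferritin + 50% sat. 1-AMA, PBS; cpd 10 min RT; Ex380/Em535 endpoint; normalized to free probe vs complex; 4-param Hill fit; propofol titration as pos. ctrl.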
Glioma ERSR ind: ER stress response induction in glioma. U87-MG GRP78 promoter luciferase reporter, 16 h. Potency, µM, inactives show at the highest dose activation, hits mostly activators. hit rate 0.02% among 420,000; note: potency is the fitted concentration of half-maximal effect; series mostly up to about 76 µM; % of control where 0% means no effect; nearly all actives have a fitted effect of over 35% in size
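Stably transfected U87-MG glioma cells carrying a GRP78-based luciferase sensor; 16 h compound incubation. Luminescence end-point read 10 min after Bright-Glo addition at room temperature.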
APE1 inh: inhibitors of human APE1 endonuclease; AID 2517; recombinant APE1, TAMRA/BHQ-2 abasic DNA cleavage fluorescence; hit rate 0.35% among 350,000; Potency, µM (titrated, usually from 65.8 µM), for the others: at the highest dose activity change, negative = inhibition, actives largely listed as inhibitors;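 note: potency is the fitted concentration of half-maximal effect; plate controls were vehicle for no effect and reference inhibitor for full effect; nearly all actives have a fitted effect of over 55% in size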
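Step 1: APE1 (0.75 nM) with compound, 15 min RT. Step 2: add 50 nM fluorophore/quencher THF duplex. Step 3: three fluorescence reads 60 s apart (525/598 nm); read 3 minus read 1 = reaction progress.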
LDHA block: blocks human lactate dehydrogenase A; purified LDHA, NADH/diaphorase-resazurin fluorescence; stronger effect = lower value; hit rate 0.15% among 480,000; AID 1347041; activity change, % (values are at about 110 or 230 µM); P00338; in the data active = activity change below about -30%; inconclusive = mostly about -25% to -30%;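 note: plate controls were DMSO wells for no effect and wells without enzyme for full effect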
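Enzyme activity of human lactate dehydrogenase 5 (2 nM; 0.06 mM NADH, 0.2 mM pyruvate, 5 min, RT) is measured via a resazurin/diaphorase fluorescence readout of residual NADH.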
POLI inh: inhibitors of human DNA polymerase iota. Q9UNA4. Pol iota fluorescent replication assay, 10 min. Potency, µM (highest dose often 115 µM), for inactives: at the top dose activity, negative = inhibition, hits mostly inhibitors. hit rate 1% among 390,000. AID 588590; note: potency is the fitted concentration of half-maximal effect
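Pol iota at 10 nM preincubated 15 min with compounds at room temperature; reaction started with fluorescent substrate, 50 nM final. Fluorescence read kinetically at 0 and 10 min; buffer-only wells as negative control.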
* = called active by the depositor; ? = inconclusive; nt = no result given; & = joins results of further samples; [ ] = remark or other dose. Unless noted, calls come from the whole dose curve; as a rule, active = well fitted curve in the direction sought with a large enough effect; inconclusive = small, poorly fitted or top-dose-only effect, or another doubt; inactive = no such curve, though single readings can be large; an effect the other way counts as inactive or inconclusive. A portion of the library. The share of hits here may be higher or lower than overall.

SMILES | POLH inh | BLM inh | Pol beta inh | Pol kappa inh | Apoferritin bind | Glioma ERSR ind | APE1 inh | LDHA block | POLI inh
COc1ccc(C2CC(c3ccccc3)=NN2C(=O)COC(=O)c2cccnc2)cc1 (centres undefined) | -14% | -7% | -16% | -2% | ? | -3% | 1% | -4 | -12%
Cn1c(=O)n(CCc2ccccc2)c(=O)c2c1nc1n2CCCN1Cc1ccccc1 | -10% | 1% | 0% | -2% | -15% | -1% | -3% | -4 | 12%
CC(NC(=O)c1ccccc1)c1ccc(F)cc1 (centres undefined) | -13% | 1% | -1% | 3% | -15% | -2% | 1% | -3 | 15%
NC(=O)c1ncc(C(F)(F)F)cc1Oc1ccc(F)cc1 | -7% | -3% | -1% | -2% | -8% | 0% | 10% | 1 | 15%
COc1ccccc1NC(=O)Cc1csc(NC(=S)Nc2ccccc2)n1 | -19% | -13% | 8% | -27% | -10% | -1% | -7% | 9 | 9%
Cn1c(=O)c2c(nc(CN3CCN(c4ccccc4F)CC3)n2Cc2ccccc2F)n(C)c1=O | -19% | 0% | 0% | -5% | 5% | -4% | nt | -7 | -6%
CN(C)CCCn1c2c(c(SCC(=O)Nc3ccc4c(c3)OCCO4)nc1=O)CCC2 | -5% | nt | nt | -1% | nt | -2% | 48%[activator] | -1 | 25%
CCn1c(=O)c2ccccc2n(CC(=O)N2CCCc3ccccc32)c1=O | -12% | -1% | 9% | -14% | -5% | 0% | -8% | -2 | 0%
COCCNC(=O)CSc1nc2ccccc2c(=O)n1-c1cccc(OC)c1 | -12% | 1% | 17% | -4% | -4% | -6% | -4% | 0 | -2%[58.9 µM]
Cc1ccc(-c2nn(-c3cc(Cl)ccc3[N+](=O)[O-])c(=O)c3ccccc23)cc1C | -3% | -10% | -6% | -7% | -12% | -3% | -5% | 2 | 3%
CCN(/N=C/C=C/c1ccccc1)c1cc(=O)n(C)c(=O)[nH]1 | -4% | 5% | -5% | -10% | 1% | -4% | 26% | 9 | -14%
O=C1[C@H](CC[C@H](O)c2ccc(F)cc2)[C@@H](c2ccc(O)cc2)N1c1ccc(F)cc1 | nt | -14% | -3% | nt | -3% | nt | -4%&0% | nt | nt
CCCCCOC(=O)Cc1c(O)c2ccccc2n(C)c1=O | -3% | 1% | -1% | -14% | -5% | -3% | 4% | 1 | 7%
CCCCc1ccc(-c2nc(NC(=O)C3C4CCC(O4)C3C(=O)O)sc2C)cc1 (centres undefined) | nt | -7% | 4% | nt | ? | nt | -2% | nt | nt
COc1ccc(Cl)cc1NC(=O)COc1cccc(-n2cnnn2)c1 | 0% | -11% | 0% | -9% | 14% | -7% | -3% | -8 | 5%
COc1ccc([N+](=O)[O-])c(OC)c1C(=O)NC(=O)Nc1c(C)cccc1C | -16% | -11% | 16% | -23% | -7% | 0% | -10% | -2 | 64%[activator]
Cc1ccc(C(=O)Nc2ccc3c(c2)C(=O)N(CC2CCCO2)C3=O)cc1 (centres undefined) | -5% | -1% | ? | -3% | 1% | 0% | 1% | -3 | 175%[activator]
O=C(CN1CCN(S(=O)(=O)c2ccccc2)CC1)N1CCc2ccccc21 | -16% | nt | nt | -3% | nt | -4% | 14% | -3 | 4%
N#Cc1ccccc1S(=O)(=O)N1CCCC(c2nc3c(nnn3Cc3cccc(Cl)c3)c(=O)[nH]2)C1 (centres undefined) | -3% | 1% | 0% | -13% | -10% | -3% | nt | -5 | 10%
CCOC(=O)c1ccc(NC(=O)C2(c3ccc(OC)cc3)CCOCC2)cc1 | -19% | -7% | ? | -20% | -19% | 1% | -8% | -3 | 7%

Copied from the list:
Value of COc1ccccc1NC(=O)Cc1csc(NC(=S)Nc2ccccc2)n1 under POLI inh: 9%
Value of COc1ccc(C2CC(c3ccccc3)=NN2C(=O)COC(=O)c2cccnc2)cc1 (centres undefined) under Pol beta inh: -16%

Continued:
SMILES | POLH inh | BLM inh | Pol beta inh | Pol kappa inh | Apoferritin bind | Glioma ERSR ind | APE1 inh | LDHA block | POLI inh
O=C(Nc1cccc(N=Cc2cc(Br)cc(Br)c2O)c1)c1ccco1 | ? | -7% | -1% | -19% | 2% | 2% | -1% | 23 | 89µM*
CS(=O)(=O)N(CC(=O)NCc1ccccc1Cl)Cc1ccccc1 | 5% | 1% | 1% | -8% | -8% | -1% | 1% | -3 | 3%
CCC1(c2ccc(F)cc2)NC(=O)N(CC(=O)N2CCN(S(=O)(=O)c3ccc(C)cc3)CC2)C1=O (centres undefined) | -10% | nt | nt | -16% | nt | -2% | -10% | -8 | -7%
Cn1c(N)c(C(=O)COC(=O)c2ccc(F)cc2Cl)c(=O)n(C)c1=O | -6% | nt | nt | -4% | nt | -10% | -14% | -5 | 14%
COc1ccc(N2CCOCC2)c(NC(=O)c2ccc3c(c2)OCO3)c1 | -7% | -3% | 22% | 1% | 4% | -3% | 25% | 1 | 35%[activator]
O=C(O)c1ccc(-c2nc(-c3ccccc3Cl)cs2)cc1 | 1% | -3% | -2% | -6% | -9% | 6% | 3% | -7 | 23%
c1ccc2c(NC3CCCC3)nnc(NC3CCCC3)c2c1 | 0% | 4% | -3% | 5% | -9% | -5% | -2% | -8 | 11%
O=C1C(Cl)=C(Nc2cccc(O)c2)C(=O)N1Cc1ccccc1 | -12% | -9% | 3% | -10% | ? | -5% | -11% | -3 | 73%[activator]
CCOC(=O)c1nnn(CC(=O)N2N=C(c3ccc(Cl)cc3)CC2c2ccc(OC)cc2)c1C(=O)OCC (centres undefined) | -11% | 3% | -1% | 8% | -10% | -4% | -2% | 1 | -7%
O=C(CCCc1nc2ccccc2s1)Nc1nccs1 | -9% | -3% | 42% | -13% | -15% | -4% | 1% | -5 | -2%
CCCS(=O)(=O)c1ncc(Cl)c(C(=O)Nc2c(C(=O)c3ccccc3)oc3ccccc23)n1 | -15% | -6% | 9% | 18% | -11% | 1% | nt | -1&3 | 9%
CC(=O)N1Cc2[nH]c3ccccc3c2CC1C(=O)O (centres undefined) | 6% | 3% | -9% | -4% | -1% | 1% | -1% | 0 | 105%[activator]
COc1ccccc1-c1cnn2c(NCCc3ccccc3)cc(C)nc12 | -25% | -9% | 9% | 3% | 133%[activator] | ? | 15% | -2 | 12%
O=C(COc1ccc(Cl)cc1)N1CCCCCCC1 | -24% | -3% | ? | 5% | ? | 1% | -13% | -2 | 34%[activator]
O=C(NCCn1ccc2ccccc21)c1cccc([N+](=O)[O-])c1 | -10% | 2% | 1% | 3% | -13% | 2% | ? | 21&-6 | 108%[activator]
CCCc1cc(=O)oc2c(C)c(OCC(=O)N3CCC(C(N)=O)CC3)ccc12 | -8% | 1% | 2% | 2% | -5% | 1% | 5% | -1 | 111%[activator]
CC(=O)NC(Cc1ccccc1C)C(=O)NC1CCN(C(=O)NCc2ccccc2)CC1 (centres undefined) | -19% | -1% | 4% | 6% | -5% | -2% | 8% | -2 | 85%[activator]
CC(=O)CSc1nc2ccc(Nc3nc(N4CCOCC4)nc(N4CCOCC4)n3)cc2s1 | -9% | -15% | -13% | -17% | -15% | 1% | -9% | 5 | -11%
CCOC(=O)CCN | 3% | nt | nt | 1% | nt | -3% | -7% | -1 | 24%
O=C(COc1ccc(C(=O)Nc2ccc(Cl)cc2)cc1)NCc1ccccc1 | -8% | 2% | 2% | -1% | -5% | -4% | 1% | -7 | 29%
COc1cccc(Nc2nc(-c3cccnc3)cs2)c1 | -19% | -1% | 4% | -2% | -14% | 1% | 4% | -6 | 20%
COc1cc(CNc2ccc3c(c2)CCC3)cc(OC)c1O | -13% | 0% | ? | -7% | -17% | -1% | -1% | -5 | -8%[58.9 µM]
C=C[C@@H]1c2ccccc2N(S(=O)(=O)c2ccc(C)cc2)[C@H](c2ccc(OC(C)=O)cc2)C1(C#N)C#N | -9% | nt | nt | -11%&2% | nt | 2%&2% | 1% | -6 | 14%&23%
C=CCOc1ccc2ccccc2c1CNCCCN1CCOCC1 | -7% | -2% | 22% | -16% | -8% | -3% | -7% | -3 | 5%
CCNC(=O)NC(=O)c1csc([N+](=O)[O-])c1 | -17% | -1% | 20% | 1% | 3% | -3% | 17% | -3 | 122%[activator]
COc1ccc(CCN2CCCC(CN(C)C(=O)c3ccoc3C)C2)cc1 (centres undefined) | -14% | -7% | 37% | -1% | -3% | -1% | 5% | 4 | 31%[activator]
O=C(Cn1c(NCCO)nc2ccccc21)NCCc1ccccc1 | -7% | 1% | -1% | -7% | -3% | 0% | -1% | -9 | -17%
Nc1ccccc1C(O)(Cc1ccccc1)c1ccccc1 (centres undefined) | -7% | -9% | -1% | -3% | -5% | -4% | 28% | 2 | 41%[activator]
CC1(C(=O)N2CCC(CC3CC(c4cccc(Br)c4)=NO3)(C(=O)NCC3CCCCC3)CC2)CC1 (centres undefined) | -13% | -4% | 21% | 10% | -21% | -1% | 9% | 1 | 16%
CCN(c1ccccc1)S(=O)(=O)c1cccc(C(=O)N2CCN(S(=O)(=O)c3ccccc3)CC2)c1 | -12% | -6% | 2% | -5% | -8% | -3% | -17% | -2 | 14%
COCCCNC(=O)C1CCCN(c2nn3cc(-c4ccc(C)cc4)nc3s2)C1 (centres undefined) | -14% | 0% | 1% | 5% | -3% | -5% | nt | 5 | 20%
CC(=O)N1N=C(c2cccc(NS(=O)(=O)c3ccc(C)cc3)c2)CC1c1ccco1 (centres undefined) | -8% | -4% | ? | -9% | -9% | -6% | -21% | -3 | ?
O=c1oc2cc(OCc3ccc(F)cc3F)ccc2cc1-c1ccc2ccccc2n1 | nt | 2% | -25% | nt | 30%[activator] | nt | 3% | nt | nt
CCc1cc2c(=O)[nH]c(Cc3ccc(Cl)cc3)nc2s1 | -9% | -2% | 16% | -21% | -4% | -2% | 0% | -4 | 10%
COc1ccc(NS(=O)(=O)c2ccc(OC)c(N(C)S(=O)(=O)c3ccc(Cl)cc3)c2)cc1 | -20% | -13% | -17% | -14% | -3% | 0% | -10% | 4 | 89µM*
CCCC1CCC(c2nc(-c3cccnc3)no2)CC1 (centres undefined) | -11% | 2% | 24% | -5% | -19% | 6% | -3% | -2 | 6%
Cn1c(N)c(C(=O)COC(=O)c2nc(Cl)ccc2Cl)c(=O)n(C)c1=O | -21% | -6% | 0% | -2% | -13% | -1% | ? | -11 | 27%
O=C1CCC[C@@H](C2=CCCCC2=O)C1 | nt | -2%[12.4 µM] | nt | nt | 4%[15.3 µM] | -3% | -4%[12.4 µM] | nt | nt
